High-throughput results: PubChem, National Center for Advancing Translational Sciences (NCATS)
FEN1 inhibitor – blocks human flap endonuclease 1; AID 588795; Recombinant FEN1 flap cleavage, fluorescence, 15 min; Potency, µM (series often up to 114 µM), for inactives: at the top dose activity change, negative = inhibition, hits mostly inhibitors; 390,000 compounds, 0.35% hits; P39748; note: nearly all actives have a fitted effect of over 65% in size
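Reaction started by adding substrate (50 nM final) to 10 nM enzyme after 15 min room-temperature compound preincubation. Reads at 0 and 15 min, with data normalized and fitted to a four-parameter Hill equation.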
KAT2A inh – inhibitors of human GCN5L2 histone acetyltransferase; 390,000 compounds, 0.21% hits; Potency, µM (doses to about 58.9 µM), inactives show top-dose activity change, negative = inhibition, most hits filed as inhibitors; GCN5L2 HAT assay, ThioGlo1 CoA-SH fluorescence; Q92830
Target sequence (Q92830 whole entry, looked up): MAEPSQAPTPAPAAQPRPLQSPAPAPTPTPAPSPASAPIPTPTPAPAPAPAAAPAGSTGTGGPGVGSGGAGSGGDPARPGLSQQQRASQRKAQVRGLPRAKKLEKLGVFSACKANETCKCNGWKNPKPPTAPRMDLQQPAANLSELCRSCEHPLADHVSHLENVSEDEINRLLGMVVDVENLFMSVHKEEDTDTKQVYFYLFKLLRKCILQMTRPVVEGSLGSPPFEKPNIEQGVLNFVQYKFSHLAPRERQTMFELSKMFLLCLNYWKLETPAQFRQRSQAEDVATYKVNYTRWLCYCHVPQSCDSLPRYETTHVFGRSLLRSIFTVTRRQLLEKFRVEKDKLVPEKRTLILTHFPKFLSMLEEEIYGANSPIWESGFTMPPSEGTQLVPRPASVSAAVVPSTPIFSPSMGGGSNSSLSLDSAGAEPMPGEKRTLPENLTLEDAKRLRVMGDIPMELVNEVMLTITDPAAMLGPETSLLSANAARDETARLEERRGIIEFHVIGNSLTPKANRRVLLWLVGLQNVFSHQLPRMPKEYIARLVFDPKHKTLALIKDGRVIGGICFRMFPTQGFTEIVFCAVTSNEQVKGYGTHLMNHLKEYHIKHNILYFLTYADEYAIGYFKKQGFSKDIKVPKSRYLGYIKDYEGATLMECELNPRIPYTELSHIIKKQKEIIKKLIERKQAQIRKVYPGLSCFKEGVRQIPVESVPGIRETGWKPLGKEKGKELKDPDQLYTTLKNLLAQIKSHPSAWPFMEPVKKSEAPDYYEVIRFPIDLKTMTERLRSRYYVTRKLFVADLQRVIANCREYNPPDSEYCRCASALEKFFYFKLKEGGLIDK
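Titration-based screen in which CoA formation is detected via maleimide probe ThioGlo1 (50uM) turning fluorescent on thiol reaction; substrates H3(1-25) 75uM and acetyl-CoA 70uM, GCN5L2 20nM, 20 min incubation at room temperature.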
N370S GC mod – inhibits or activates N370S mutant glucocerebrosidase. P04062. N370S GC spleen homogenate, 4MU-glucoside fluorescence. Potency, µM (titrated, usually from 59.4 µM), for the others: at the top dose activity change, negative = inhibition, hits mostly inhibitors. 330,000 compounds, 0.092% hits;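 note: 0% = full enzyme activity and -100% = no enzyme basal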
Active calls of the source: *; u = inconclusive; x = no result given; & = joins results of further samples; [ ] = remark or other dose. Calls come from the whole dose curve; as a rule, active = well fitted curve in the direction sought with a large enough effect; inconclusive = small, poorly fitted or top-dose-only effect, or another doubt; inactive = no such curve, though single readings can be large; an effect the other way counts as inactive or inconclusive. Unless noted, % is set by controls: 0 for no effect and ±100 for the full control effect; potency is the fitted concentration of half-maximal effect. Not all compounds are listed; rates above refer to the full screens.

SMILES	FEN1 inhibitor	KAT2A inh	N370S GC mod
Cc1ccc(S(=O)(=O)NCC(=O)NCc2ccncc2)cc1	-10%	1%	21%
O=C(CSc1nnc(-c2ccc(O)cc2)n1-c1ccccc1)CC(=O)Nc1ccccc1	-2%	-5%	2%
COc1ccccc1CNC(=O)CCCc1cn(C)c2ccccc12	0%	-1%	-26%
CCOc1ccc(NC(=O)CN(C)C(=O)c2cccnc2Sc2ccccc2Cl)cc1OCC	-6%	3%	2%
CC(C)c1nnc(NC(=O)C2CCCN2C(=O)Nc2ccccc2)s1 (stereo not drawn)	-9%	-4%	-4%
COC(=O)c1cc(N=Cc2c(O)c3ccccc3oc2=O)cc(C(=O)OC)c1	-1%	22%	7%
O=C(/C=C\c1ccc(O)c(O)c1)O[C@@H]1C[C@](O)(C(=O)O)C[C@@H](O)[C@@H]1O	x	6%[21.4 µM]	-8%[21.6 µM]
Nn1c(SCC(=O)NCC2CCCO2)nnc1-c1ccco1 (stereo not drawn)	1%	-3%	x
NC(=O)c1cccnc1	-4%	-3%&44%&7%	-4%&-6%&-4%
COCCCNC(=O)c1ccc([N+](=O)[O-])c(Cl)c1	-5%	-1%	-1%
CCOc1ccc(C(C)=O)cc1CSc1nnnn1-c1ccc(O)cc1	-11%	-7%	15%
O=C1COCCN1	-3%	x	2%
CCOC(=O)[C@@H]1[C@H]2COc3cc(OC)ccc3[C@H]2N2C(=O)N(c3ccc(Cl)cc3)C(=O)[C@]12C	-22%	-9%	x
O=C(N[C@@H](Cc1c[nH]c2ccccc12)C(=O)O)c1ccccc1Cl	3%	-6%	1%
NC(=O)c1ccccc1NC(=O)/C=C/c1cccc(Cl)c1	-2%	7%	-17%
CN(C)c1ccc(CNC(=O)CCC(=O)N2Cc3ccccc3Oc3ncccc32)cc1	14%	-2%	x
Cc1ccc(NC(=O)C2CCCN(c3ncccn3)C2)cc1F (stereo not drawn)	-9%	-20%	u
CCN(CC(=O)Nc1cccc(C(C)=O)c1)S(=O)(=O)c1ccc(OC)cc1	1%	-6%	5%
COc1ccc(OC(C)=O)c(C2c3cc(OC)c(OC)cc3CCN2C(C)=O)c1 (stereo not drawn)	-5%	2%	7%
Cc1nc(-n2nc(C)c(CCC(C)C)c2C)sc1C(=O)Nc1cccc(Cl)c1	15%	-20%	x
COc1ccc(CCNC(=O)Cn2c(=O)c3cccn3c3ccccc32)cc1OC	-17%	-19%	x
COc1ccccc1C(=O)N1CCC(N2CCN(c3ccccc3)CC2)CC1	-4%	-1%	-19%
CC1(c2ccccc2Cl)NC(=O)N(CC(=O)NCCC2=CCCCC2)C1=O (stereo not drawn)	-13%	-3%	6%
COc1cccc(NS(=O)(=O)c2c(C)nc3sccn3c2=O)c1	-13%	-19%	-3%
COc1ccc(-n2c(C)c(C(C)=O)c3cc(OC(C)=O)ccc32)cc1	-10%	-3%	2%

A different layout for some results above.
O=C(CSc1nnc(-c2ccc(O)cc2)n1-c1ccccc1)CC(=O)Nc1ccccc1
  FEN1 inhibitor: -2% | KAT2A inh: -5% | N370S GC mod: 2%

COc1ccccc1CNC(=O)CCCc1cn(C)c2ccccc12
  FEN1 inhibitor: 0% | KAT2A inh: -1% | N370S GC mod: -26%

CCOc1ccc(NC(=O)CN(C)C(=O)c2cccnc2Sc2ccccc2Cl)cc1OCC
  FEN1 inhibitor: -6% | KAT2A inh: 3% | N370S GC mod: 2%

CC(C)c1nnc(NC(=O)C2CCCN2C(=O)Nc2ccccc2)s1 (stereo not drawn)
  FEN1 inhibitor: -9% | KAT2A inh: -4% | N370S GC mod: -4%

More structures follow:
SMILES	FEN1 inhibitor	KAT2A inh	N370S GC mod
CC(C)=C1SC(N2CCCCC2)=NC1=O	-9%	-8%	13%
C#CCOCCOCCOCCNc1nc(N2CCN(C(=O)[C@H](CCC(=O)O)n3cc([C@@H](N)CCCCN)nn3)CC2)nc(N2CCN(C(=O)[C@H](CCC(=O)O)n3cc([C@@H](N)CCCCN)nn3)CC2)n1	7%	1%	x
Cc1ccc(C)c(Cn2nnc(C(=O)NCc3ccccc3)c2N)c1	-1%	1%	x
CCOc1ncccc1C(=O)Nc1ccc(S(=O)(=O)NC2=NCCCCC2)cc1	-3%	-1%	6%
COc1ccc(CN2CCN(C3CCC3)CC2CCO)c(C)c1C (stereo not drawn)	7%	0%	-1%
COc1ccc(N(CC(=O)NCCC2=CCCCC2)S(C)(=O)=O)cc1	2%	5%	0%
O=C(Cc1ccccc1)NCCc1cnc[nH]1	-11%	0%	-3%
Cc1cc(Br)ccc1NC(=O)CN1C(=O)C2C3CC(c4ccccc4)C(C3)C2C1=O (stereo not drawn)	8%	-12%	1%
CCOC(=O)C1CCN(C2=NC(=O)/C(=C/c3ccccc3OC)S2)CC1	-3%	-1%	-3%
Cn1c(C(=O)NCCOc2ccccc2Cl)cc(=O)n(C)c1=O	2%	-4%	2%
COc1ccc(N(C(=O)c2cccnc2)S(=O)(=O)c2ccc3c4c(cccc24)C(=O)N3C)cc1	1%	-24%	-23%
CCCOC(=O)c1cccc(Nc2nc(-c3cccnc3)nc3ccccc23)c1	10%	-5%	1%
CN1CCC(=NNC(=O)c2ccco2)CC1	-2%	u	11%
Cc1cccc(NC(=O)COC(=O)C2C3CC4OC(=O)C2C4C3)c1C (stereo not drawn)	12%	-1%	-4%
COc1ccc(OC)c2sc(NC(=O)c3ccc(S(=O)(=O)N4CCCC4)cc3)nc12	-4%	-10%	x
CCOc1ccc2nc(SC(CC)C(=O)Nc3cc(C)on3)sc2c1 (stereo not drawn)	1%	3%	2%
O=C(Nc1ccccc1C(=O)N1CCOCC1)c1ccco1	3%	-6%	-1%
COc1ccc(CN(CC2CCCO2)S(=O)(=O)c2ccc(C(=O)O)cc2)cc1OC (stereo not drawn)	2%	-1%	9%
O=C(NCc1cccnc1)c1nn(-c2ccc(F)cc2)nc1CO	0%	-4%	x
Cc1ccc2sc(=O)[nH]c2c1	2%	-6%	-13%
O=c1c2ccccc2[nH]c(=S)n1-c1cccc(S(=O)(=O)N2CCCC2)c1	-5%	-9%	1%
CC(OC(=O)c1cc(=O)[nH]c2ccccc12)C(=O)NCc1ccccc1 (stereo not drawn)	7%	4%	-4%
Cn1c(=O)c2c(-c3ccccc3)n(Cc3cccnc3)cc2n(C)c1=O	-10%	-7%	-2%
Cn1c(Cc2cccs2)n[nH]c1=S	2%	1%	-13%
CCN(CC)CCN(Cc1cc2cccc(C)c2[nH]c1=O)C(=S)Nc1ccccc1	-1%	-1%	11%

(list continues)
SMILES	FEN1 inhibitor	KAT2A inh	N370S GC mod
O=C(O)c1ccc2c3c1cccc3c(=O)n1c3ccccc3nc21	x	u	-20%&-1%
CS(=O)(=O)Nc1cccc(-c2cnc3ccccc3n2)c1	11%	-4%	1%
O=C(O)c1ccc(N2C(=O)Nc3ccccc3N2O)cc1	u	-10%	3%
COC(=O)CSc1ncc(S(=O)(=O)c2ccccc2)c(=O)[nH]1	3%	3%	-13%
CC(C)Oc1ccc(CNC(=O)c2ccc(CS(=O)c3cccc(Cl)c3)o2)cc1 (stereo not drawn)	-6%	2%	x
O=C(CSc1n[nH]c(-c2ccccc2)n1)N1CCCC1	-16%	0%	-7%
COC(=O)Nc1ccc(Cl)c(Cl)c1	x	-12%	-1%
Cc1cc(C)nc(SCCS(=O)Cc2ccc(Cl)cc2)n1 (stereo not drawn)	-2%	-6%	-4%
CCCN1CNC(=S)N(c2ccccc2OCC)C1	-1%	0%	7%
Cc1ccc(C(C)C)c(OCC(=O)Nc2ccc(C(=O)OC3CCCCC3)cc2)c1	-5%	-6%	x
COc1ccc(NC(=O)CS(=O)(=O)Cc2ccccc2)c([N+](=O)[O-])c1	8%	0%	0%
Cc1ccc(NC(=O)NNC(=O)COc2ccc3ccccc3c2)cc1	-5%	-9%	-14%
O=C(NCCC1=CCCCC1)NC12CC3CC(CC(C3)C1)C2	-2%	1%	8%
O=C(CCC1CCCC1)N1CCc2c([nH]c3ccccc23)C1c1ccc(F)cc1 (stereo not drawn)	-7%	-20%	x
O=C(CCN1CCOCC1)c1ccc(N2CCCCC2)cc1	-8%	3%	x
CC(=O)c1cccc(N(CC(=O)Nc2ccc(S(=O)(=O)N3CCOCC3)cc2)S(C)(=O)=O)c1	-4%	-7%	-8%
O=S(=O)(Cc1ccc(Cl)cc1)c1ncc(CO)n1Cc1ccccc1	-3%	12%	-7%
Cc1[nH]nc(N2CCCCCC2)c1[N+](=O)[O-]	3%	-3%	11%
O=C(CSc1nnc(-c2cccs2)o1)NCc1ccco1	-3%	-2%	-2%
O=S(=O)(Oc1ccccc1C(=S)N1CCOCC1)c1ccc(Cl)cc1	-15%	-9%	4%
COc1ccc(OC)c(CNc2nc3ccc(C)cc3n3nnnc23)c1	13%	1%	x
COc1ccccc1NS(=O)(=O)c1cccc(C(=O)NNC(=O)C(NC(N)=O)C(C)C)c1 (stereo not drawn)	-14%	-2%	-8%
O=C(NN1C(=O)c2ccccc2NC1c1ccccn1)c1ccc([N+](=O)[O-])cc1 (stereo not drawn)	-2%	-5%	2%
CCOC(=O)c1c(C)n(-c2ccc(C)cc2)c2c(CC(C)=O)c(Br)c(OC)c(O)c12	-7%	-2%	x
CCCCCn1c(=O)[nH]c2cc(C(=O)Nc3ccc(F)c(F)c3)ccc2c1=O	-7%	1%	x

Full records as entered above. Values in the order: FEN1 inhibitor	KAT2A inh	N370S GC mod
Record of CCCN1CNC(=S)N(c2ccccc2OCC)C1 : -1%	0%	7%
Record of O=C(CCC1CCCC1)N1CCc2c([nH]c3ccccc23)C1c1ccc(F)cc1 (stereo not drawn) : -7%	-20%	x
Record of O=C(CSc1n[nH]c(-c2ccccc2)n1)N1CCCC1 : -16%	0%	-7%
Record of O=S(=O)(Cc1ccc(Cl)cc1)c1ncc(CO)n1Cc1ccccc1 : -3%	12%	-7%
Record of O=S(=O)(Oc1ccccc1C(=S)N1CCOCC1)c1ccc(Cl)cc1 : -15%	-9%	4%

Other structures follow:
SMILES	FEN1 inhibitor	KAT2A inh	N370S GC mod
Cn1c(=O)[nH]c(=O)c2c1nc(CN(Cc1ccccc1)Cc1ccccc1)n2CCN1CCOCC1	-5%	-13%	-3%
O=C(CNC(=O)c1ccc2c(c1)OCCO2)N=Nc1c(O)[nH]c2ccccc12	-13%	-1%	u
CCOC(=O)c1noc2ncn(CC(=O)Nc3cccc(C(F)(F)F)c3)c(=O)c12	1%	-4%	x
COc1ccc(Cl)cc1C(=O)Nc1sc2c(c1C(=O)OC(C)C)CCCC2	-5%	-3%	x
COC(=O)CN1C(=O)[C@H]2[C@@H](/C=C/c3ccccc3)N3C(=O)CN(CCO)C(=O)[C@@]3(Cc3ccccc3)[C@H]2C1=O	-11%	-1%	-6%
CCCCCN(C(=O)CCC(=O)OCC(=O)N(C)Cc1ccc(C)cc1)c1c(N)n(CCCC)c(=O)[nH]c1=O	2%	2%	-4%
CC(OC(=O)CNC(=O)c1cccs1)C(=O)Nc1ccc(S(N)(=O)=O)cc1 (stereo not drawn)	9%	-6%	-26%
CCC(Sc1nc2c(sc3ccccc32)c(=O)n1CCc1ccc(OC)c(OC)c1)C(=O)N(CC)CC (stereo not drawn)	2%	-4%	x
CC1=C(C(N)=O)C(c2cccs2)n2nc(-c3cccc(Cl)c3)nc2N1 (stereo not drawn)	-2%	12%	7%
Cc1cc2c3c(c1)C1(C(=O)N3C(C)(C)CC2C)C(C#N)=C(N)Oc2cc(O)ccc21 (stereo not drawn)	-19%	-4%	-6%
CCOC(=O)N1CCN(Cc2nc3cc(NC(=O)c4ccccc4Cl)ccc3n2C(C)C)CC1	15%	-3%	x
CCOCc1cc(C)[nH]c(=O)c1C#N	-1%	-3%	-9%
COc1ccc(/C=C2\CCOC2=O)cc1	-1%	-3%&57%	3%&-6%
O=C(CCn1c(=O)oc2ccccc21)N1CCN(C(c2ccccc2)c2ccccc2)CC1	15%	-10%	-5%
CCOc1ccc(C(=O)NCc2ccc3c(c2)CCN3C(=O)c2ccc(C)cc2)cc1OCC	-14%	-6%	x
O=C(NC(Cc1ccccc1)C(=O)O)OCc1ccccc1 (stereo not drawn)	-3%	-1%	-2%
CCn1c(=O)c2c(nc3n2CCCN3c2cccc(C)c2)n(C)c1=O	-10%	-3%	7%
CCCn1c(=NC(=O)CS(=O)(=O)c2ccccc2)sc2cc(S(C)(=O)=O)ccc21	-8%	0%	u
Cc1cc(C(=O)NCc2ccc3c(c2)OCO3)n(-c2ccccc2)n1	19%	2%	9%
Cc1ccc(/C=C/c2onc(C)c2S(=O)(=O)N2CCC(C(=O)Nc3cc(C)ccc3C)CC2)cc1	0%	-4%	x
O=C(CNS(=O)(=O)c1ccccc1)OCc1cccc([N+](=O)[O-])c1	8%	0%	13%
COc1ccc(N(C)C(=O)Cn2cnc3sc(C)c(S(=O)(=O)N4CCN(c5ncccn5)CC4)c3c2=O)cc1	19%	-5%	x
Cc1cc(=O)[nH]c(SCc2cccc3ccccc23)n1	5%	2%	-25%
